Screening data as filed in PubChem BioAssay.
ABHD5-PLIN5 inh: ABHD5-PLIN5 interaction inhibitors, primary screen, cell lysate, split luciferase complementation, luminescence. Perilipin-5 (Homo sapiens) + 1-acylglycerol-3-phosphate O-acyltransferase ABHD5 (Homo …. Split G. princeps luciferase complementation, 4 h. AID 602281, 2012. inhibition, % at 4 µM. actives 0.78% (n = 360,000);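 active means inhibition above the mean inhibition across every tested compound plus 3 SD, cut at about 22% in these data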;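 further: 0% = DMSO only wells and the 100% control is not disclosed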
LRH-1 inv ag: LRH-1 (NR5A2) inverse agonists, primary screen, cell-based, luminescence, HEK293T, StAR-luciferase reporter; AID 602396, 2012; inhibition, % at 3.6 µM; actives 0.13% (n = 360,000); LRH-1 transfected, 24 h; Nuclear receptor subfamily 5 group A member 2 (Homo sapiens), O00482;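 active means inhibition above the mean inhibition of all tested compounds plus 3 SD, cut at about 73% in these data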;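 further: 0% = DMSO wells and 100% = reporter-only cells lacking LRH-1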
NR2F2 inh: NR2F2 transcriptional activity inhibitors, primary screen, cell-based, luciferase reporter, HEK293T, luminescence; COUP transcription factor 2 (Homo sapiens), P24468; HEK293T NGFI-A luciferase reporter; inhibition, % at 8.6 µM; actives 0.7% (n = 370,000); AID 686940, 2013;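 active means inhibition above a per-plate cutoff, mean inhibition of test wells between control levels plus 3 SD, cut at about 38% in these data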;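 further: cells cotransfected with COUP-TFII expression vector driving the NGFI-A reporter; 0% = median of COUP-TF2 test wells and 100% = reporter-only cells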
NCOA1 inh: SRC1 coactivator transcriptional activity inhibitors, primary screen, cell-based, luminescence; Nuclear receptor coactivator 1 (Homo sapiens), Q15788; HEK293 GAL4-SRC1 luciferase reporter; inhibition, % at 3.6 µM; actives 0.12% (n = 360,000);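 active means inhibition above the campaign mean plus 3 SD, with each screening campaign given its own cutoff, cut at about 60% in these data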;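 further: 0% = DMSO treated cells and 100% = gossypol at 36 µM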
SRC2 inh: inhibition of GAL4-SRC2 driven luciferase reporter, primary screen, SRC2 inhibitor project, cell-based, luminescence; Nuclear receptor coactivator 2 (Homo sapiens), Q15596; HEK293 GAL4-SRC2 luciferase reporter; inhibition, % at 9 µM; actives 0.17% (n = 370,000); AID 651957, 2012;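 active means inhibition above the mean inhibition of all tested compounds plus 3 SD, set per campaign, cut at about 52% in these data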;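 further: 0% = DMSO treated cells and 100% = cells given Gossypol at 36 µM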
NCOA3 inh: SRC3 coactivator transcriptional activity inhibitors, primary screen, cell-based, luminescence; actives 0.17% (n = 360,000); inhibition, % at 3.6 µM; HEK293 GAL4-SRC3 luciferase reporter; Nuclear receptor coactivator 3 (Homo sapiens), Q9Y6Q9;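 active means inhibition above a per-campaign cutoff, the mean of all compounds plus 3 SD, cut at about 60% in these data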;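 further: 0% = DMSO-treated cells and 100% = gossypol-treated cells at 36 µM; higher means less SRC3-driven luciferase light from the GAL4 reporter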
TLR9-MyD88 block: inhibitors of TLR9-MyD88 association in cells, primary screen, cell-based, CHO, BLA complementation, fluorescence; CCF4 FRET ratio; inhibition, % at 4.98 µM; actives 0.21% (n = 340,000); AID 504734, 2011;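 active means inhibition above the mean over all tested compounds plus 3 SD, cut at about 21% in these data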;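 further: 0% = DMSO only wells and 100% = clavulanate BLA inhibitor control wells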
Target sequence (Q99836 whole entry, looked up): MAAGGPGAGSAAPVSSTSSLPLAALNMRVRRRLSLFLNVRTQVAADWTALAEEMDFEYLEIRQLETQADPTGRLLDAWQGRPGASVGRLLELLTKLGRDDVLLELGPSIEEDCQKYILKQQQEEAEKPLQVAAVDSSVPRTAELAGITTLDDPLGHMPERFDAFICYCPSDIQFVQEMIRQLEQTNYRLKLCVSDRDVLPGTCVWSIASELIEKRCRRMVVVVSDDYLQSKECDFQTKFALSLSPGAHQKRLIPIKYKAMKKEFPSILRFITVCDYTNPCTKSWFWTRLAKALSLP
Target sequence (Q9NR96 whole entry, looked up): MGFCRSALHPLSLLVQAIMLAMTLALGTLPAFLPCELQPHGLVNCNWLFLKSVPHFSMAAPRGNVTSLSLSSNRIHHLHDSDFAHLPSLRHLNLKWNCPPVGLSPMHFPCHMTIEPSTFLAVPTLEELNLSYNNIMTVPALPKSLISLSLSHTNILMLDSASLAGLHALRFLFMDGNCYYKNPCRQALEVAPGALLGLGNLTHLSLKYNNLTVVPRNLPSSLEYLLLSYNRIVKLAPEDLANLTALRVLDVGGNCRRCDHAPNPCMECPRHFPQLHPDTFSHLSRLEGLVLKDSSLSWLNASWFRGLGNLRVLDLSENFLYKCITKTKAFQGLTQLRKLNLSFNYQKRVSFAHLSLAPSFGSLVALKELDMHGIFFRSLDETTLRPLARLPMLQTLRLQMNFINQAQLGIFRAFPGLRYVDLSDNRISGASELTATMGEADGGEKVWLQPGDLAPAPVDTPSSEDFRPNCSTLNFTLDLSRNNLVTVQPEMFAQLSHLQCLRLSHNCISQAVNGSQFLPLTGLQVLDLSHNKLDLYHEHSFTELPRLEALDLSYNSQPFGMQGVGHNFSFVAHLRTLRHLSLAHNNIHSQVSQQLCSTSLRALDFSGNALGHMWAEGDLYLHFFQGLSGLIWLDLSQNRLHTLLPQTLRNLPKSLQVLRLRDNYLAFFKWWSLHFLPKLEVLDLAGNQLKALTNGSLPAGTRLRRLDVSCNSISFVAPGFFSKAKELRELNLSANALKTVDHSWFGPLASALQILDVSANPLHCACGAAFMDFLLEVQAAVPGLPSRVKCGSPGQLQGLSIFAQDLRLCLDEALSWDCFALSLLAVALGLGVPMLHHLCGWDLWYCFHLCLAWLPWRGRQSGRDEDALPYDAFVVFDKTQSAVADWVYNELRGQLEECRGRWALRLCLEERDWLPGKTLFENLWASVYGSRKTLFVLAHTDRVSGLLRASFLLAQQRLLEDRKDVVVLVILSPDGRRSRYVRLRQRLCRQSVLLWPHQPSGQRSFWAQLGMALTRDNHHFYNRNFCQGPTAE
NOD2 RIPK2 PPI: NOD2-RIPK2 binding disruptors in cells, primary screen, fluorescence, CHO cells, BLA complementation. Receptor-interacting serine/threonine-protein kinase 2 (Homo sapiens), O43353. CCF4 ratio. inhibition, % at 4.98 µM. actives 0.38% (n = 360,000). AID 624267, 2012; in the data active means inhibition above about 21%;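 further: 0% = vehicle only and 100% = reference blocker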
Granule exo inh: LAMP-1 surface exposure blockers, TALL-104 cells – cell-based, flow cytometry, MLPCN library, primary screen | inhibition, % at 10 µM | AID 651702, 2012 | TALL-104 LAMP-1 surface exposure; cells stimulated with thapsigargin and PMA | actives 0.66% (n = 360,000);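 active means inhibition above about 55%, limit read from the data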
TWEAK-Fn14 inh: inhibitors of TWEAK-Fn14 signaling, primary screen, luciferase reporter cells, uHTS; TWEAK-stimulated Fn14 reporter cells, luciferase luminescence, 8 h; inhibition, % at 10 µM; actives 2% (n = 360,000); in the data active means inhibition above about 50%
TROY signal inh: inhibitors of TROY-driven NF-kB signaling, primary screen, Q293 LMP1-TROYcd cells, NF-kB luciferase, uHTS | Q293 LMP1-TROYcd NF-kB luciferase reporter, 4 h | inhibition, % at 10 µM | actives 0.98% (n = 360,000) | AID 1347056, 2019;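 active means compounds whose plate-normalised and pattern-corrected inhibition of the luciferase reporter signal at the single screening dose is 50% or more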
* = called active by the depositor; nt = not tested or not shown.

smiles	ABHD5-PLIN5 inh	LRH-1 inv ag	NR2F2 inh	NCOA1 inh	SRC2 inh	NCOA3 inh	TLR9-MyD88 block	NOD2 RIPK2 PPI	Granule exo inh	TWEAK-Fn14 inh	TROY signal inh
Cc1ccc(C(=O)COC(=O)C(C)N2C(=O)C3C4CCC(C4)C3C2=O)cc1 (stereo not given)	-8.3	-7.0	4.3	1.0	-3.5	-3.0	-2.9	-9.6	-2.4	1.4	-2.9
OC(Cn1cccn1)c1ccccc1 (stereo not given)	2.4	8.3	-13.8	-13.0	-6.7	-8.3	2.0	-6.3	4.1	-12.6	-4.9
O=C(/C=C/c1ccccc1)Nc1nnc(SCC(=O)c2ccc3ccccc3c2)s1	-0.2	-8.8	-12.2	-28.8	-5.7	3.0	-18.2	-15.7	-1.0	2.8	-9.9
CC1(C(=O)NCC2CCOCC2)Cc2c(-c3cccc(C(F)(F)F)c3)ccnc2O1 (stereo not given)	-0.8	10.1	-2.0	-7.2	6.3	-16.2	nt	13.5	16.3	4.5	11.1
CC1(C)CC(=O)C=C(Nc2ccc(C(=O)O)cc2)C1	1.9	0.2	-4.9	1.4	-24.4	12.1	0.0	-5.7	0.0	0.8	-7.7
COc1cc(C2C(C#N)=C(N)Oc3cc(N(C)C)ccc32)cc2c1OCO2 (stereo not given)	-4.9	10.5	-1.7	-19.2	9.1	-8.6	14.2	5.7	0.3	23.9	23.8
Nn1c(SCC(=O)NCCc2ccc(S(N)(=O)=O)cc2)nnc1C1CCCCC1	-6.1	17.4	-5.2	-14.2	-2.4	-3.9	-6.1	5.2	0.6	15.2	0.5
CCCC(C)C(=O)OCC(=O)Nc1c(Br)cc(C)cc1Br (stereo not given)	-1.2	15.0	-0.1	1.7	-3.8	2.0	-2.9	1.2	-4.6	-15.6	2.5
O=c1[nH]c2ccccc2c(O)c1-c1ccccc1[N+](=O)[O-]	0.7	-13.1	2.7	-0.5	13.2	4.7	-7.9	-2.6	1.5	-15.9	-14.1
C=CC[C@@H](CC(=O)OC(C)(C)C)C(=O)OC[C@@H]1CCCN1C(=O)[C@@H](CC=C)CC(=O)N[C@@H](CO)Cc1ccccc1	8.2	7.9	7.2	-16.6	-15.8	8.0	-2.4	-6.6	-1.0	8.0	-4.5
CC(=O)/C(C#N)=C1\NC(=O)C(Cc2ccc(C)c(C)c2)S1 (stereo not given)	-6.7	-71.0	-52.1	-30.5	-44.5	-121.3	12.8	1.3	2.8	-24.2	-20.9
CC1=C(CC(=O)c2ccc(Cl)cc2)C(=O)c2ccccc2C1=O	0.0	-20.3	-21.0	-24.8	-22.4	-16.3	0.8	6.8	-0.3	72.2*	69.5*
COc1cccc(C(C)(O)c2nc(-c3ccc4c(c3)OCO4)cs2)c1 (stereo not given)	-2.1	11.8	3.6	15.1	-7.1	-2.7	nt	-4.4	-9.8	18.8	23.4
CCOC(=O)c1[nH]c(C)c(C(=O)N2CCN(c3ccccc3)CC2)c1C	-2.1	-5.4	7.0	-24.5	-0.4	0.1	-0.6	0.0	-1.8	19.8	-15.6
COc1ccc(CN2C(=O)COc3ccccc3C2c2nc3ccccc3[nH]2)cc1 (stereo not given)	1.2	10.9	5.2	nt	-44.0	nt	nt	0.9	-4.2	-2.3	-4.6
Cc1cc(C)c2[nH]c(=O)c(CN(CC3CCCO3)C(=O)c3cnccn3)cc2c1 (stereo not given)	-6.3	7.5	22.8	-6.3	-7.0	-6.7	12.9	-5.0	-0.9	14.7	4.6
Cc1ccc(C)c(N(C(=O)c2csnn2)C(C(=O)NC2CCCCC2)c2ccncc2)c1 (stereo not given)	-4.3	3.2	4.6	-6.2	14.5	8.7	-6.7	3.8	5.0	7.4	6.4
Cc1ccc(C)c(SCC(=O)NCC(c2ccco2)N2CCCCC2)c1 (stereo not given)	-0.5	-3.0	19.9	-18.8	-15.0	2.8	0.4	-2.7	2.4	-11.6	-15.2
Cc1ccc(-c2sc(C(=O)NN)c(C)c2C#N)cc1	4.8	-4.3	29.7	-11.0	9.3	-4.4	5.2	0.7	-9.9	-1.4	-6.2
CCS(=O)(=O)Nc1ccccc1C(N)=O	-3.1	3.8	0.2	12.5	22.6	-10.1	-2.4	-2.9	1.7	0.2	-4.3
CS(=O)(=O)c1cnc(-c2ccccc2)nc1Oc1ccc(Cl)cc1	-0.3	12.7	9.3	7.0	5.5	12.7	6.0	6.8	0.2	-5.2	2.4
Cc1cccc(NC2=C(Cl)C(=O)OC2OC(C)C)c1 (stereo not given)	0.3	-7.3	18.3	12.0	-9.7	-2.2	2.6	0.0	-4.0	12.7	13.4
COc1ccc(OC)c(C2=NO[C@@H]3C(=O)N(c4cc(Cl)ccc4OC)C(=O)[C@H]23)c1	0.7	12.8	-4.9	-11.1	-13.3	5.5	6.3	0.7	-0.6	2.6	-5.4
CCC1CCCCN1S(=O)(=O)c1ccc(NC(=O)C2CCN(C(=O)c3ccco3)CC2)cc1 (stereo not given)	-1.3	-15.3	5.7	-4.9	-2.2	5.1	5.4	-7.8	5.7	-2.9	3.6
O=S(=O)(NCCC1=CCCCC1)c1ccccc1Cl	-6.4	-1.2	5.5	-25.4	-27.2	-4.1	8.9	-3.1	8.4	-7.2	-48.4
CC1(C)NC(=O)N(CC(O)CN2CCOCC2)C1=O (stereo not given)	-1.2	0.4	4.4	3.5	-9.8	-15.2	4.7	-3.2	-3.0	1.1	2.0
O=C(c1cc(-c2ccco2)on1)N1CCN(C(c2ccccc2)c2ccccc2)CC1	-6.3	12.6	17.7	6.1	9.1	-4.0	-7.2	-12.9	9.5	31.9	1.8
Cc1ccc(S(=O)(=O)NCc2ccc(C(=O)N(C)CCC#N)cc2)cc1	2.0	-6.8	0.9	-6.7	1.1	-12.5	-2.1	-12.0	9.6	-14.5	3.3
CC(C)(C)S(=O)N1Cc2cn(Cc3ccccc3)c(=O)cc2[C@@H]1CCO (stereo not given in full)	6.3	15.8	4.8	-16.5	20.1	1.8	-8.7	-1.9	-0.8	-31.1	-2.8
Nc1nnc(Cc2ccc(Cl)cc2Cl)s1	-3.6	18.8	1.4	10.9	5.4	-1.6	-11.3	-5.6	-0.2	-4.1	-2.2

Grouped by structure: the compounds so far containing a tert-butyl group.
smiles	ABHD5-PLIN5 inh	LRH-1 inv ag	NR2F2 inh	NCOA1 inh	SRC2 inh	NCOA3 inh	TLR9-MyD88 block	NOD2 RIPK2 PPI	Granule exo inh	TWEAK-Fn14 inh	TROY signal inh
C=CC[C@@H](CC(=O)OC(C)(C)C)C(=O)OC[C@@H]1CCCN1C(=O)[C@@H](CC=C)CC(=O)N[C@@H](CO)Cc1ccccc1	8.2	7.9	7.2	-16.6	-15.8	8.0	-2.4	-6.6	-1.0	8.0	-4.5
CC(C)(C)S(=O)N1Cc2cn(Cc3ccccc3)c(=O)cc2[C@@H]1CCO (stereo not given in full)	6.3	15.8	4.8	-16.5	20.1	1.8	-8.7	-1.9	-0.8	-31.1	-2.8

(listing goes on)
smiles	ABHD5-PLIN5 inh	LRH-1 inv ag	NR2F2 inh	NCOA1 inh	SRC2 inh	NCOA3 inh	TLR9-MyD88 block	NOD2 RIPK2 PPI	Granule exo inh	TWEAK-Fn14 inh	TROY signal inh
CC(C)(CO)NC(=S)NCc1ccco1	-10.9	-1.0	-12.9	-16.4	-1.4	-16.3	nt	-14.9	-5.0	4.7	-11.3
O=C(Nc1cccc2ccccc12)c1csc([C@@H]2O[C@H](CO)[C@H](O)[C@H](O)[C@H]2O)n1	-0.5	12.3	-6.7	6.5	-15.0	1.9	nt	-2.8	0.5	12.0	-1.3
Oc1ccc(/C=N/NC(=S)NCCN2CCOCC2)c(O)c1	2.1	-12.9	16.2	-0.7	-32.7	-8.0	9.5	-1.9	-2.5	7.6	7.8
O=C(Nc1nnc(-c2ccc(F)cc2)o1)c1ccco1	-4.5	17.9	-13.1	-0.7	3.6	-25.9	-11.2	-8.9	-0.9	-12.9	-30.3
COc1ccc(/C=C2/SC(=O)N(CCNC(=O)C3CCCN3C(=O)c3cccs3)C2=O)cc1 (stereo not given)	0.3	3.9	-6.5	-39.7	7.2	-12.1	5.5	1.9	0.4	16.8	-9.6
O=[N+]([O-])c1ccccc1/C=N/Nc1nc(N2CCCC2)nc(N2CCCC2)n1	-8.6	2.9	2.8	7.4	2.7	5.4	4.5	2.9	-15.6	11.7	3.5
CCCC(NC(=O)Cc1c(C)c2cc3c(C)c(C)oc3c(C)c2oc1=O)C(=O)N[C@@H](Cc1ccccc1)C(=O)O (stereo not given in full)	3.4	12.8	8.5	6.1	2.5	6.4	1.7	-2.8	22.3	-22.5	-3.0
CC1CC(C(F)(F)F)n2ncc(C(=O)O)c2N1 (stereo not given)	-7.6	8.3	2.5	-5.8	0.2	-11.1	-4.4	2.2	0.2	-3.1	-0.9
CCC1C(C#N)=C(N)OC2=C1C(=O)CC(C)(C)C2 (stereo not given)	-1.6	9.3	-3.7	4.3	11.2	3.4	-3.4	-5.6	-1.1	1.4	17.7
O=C(CCN1C(=O)/C(=C/c2ccc(Cl)cc2)SC1=S)Nc1ccc(C(=O)O)cc1	-2.2	5.2	20.0	2.8	14.0	7.9	5.2	-6.1	25.9	-29.4	-40.3
Cc1ccc(CSc2nnc(-c3ccncc3)n2CC2CCCO2)cc1 (stereo not given)	0.7	2.9	-5.8	4.7	-6.3	3.4	-4.0	6.9	-2.3	-1.3	-25.6
COc1cccc(C(CC(=O)O)NS(=O)(=O)c2ccc3c(c2)N(C(C)=O)CC(C)O3)c1 (stereo not given)	-1.1	1.7	21.6	2.2	-4.2	-19.9	5.1	-11.9	-1.4	1.5	-22.2
CCCCCn1c(N2CCOCC2)nc2c1c(=O)n(CC(N)=O)c(=O)n2C	-15.7	14.3	5.9	4.1	-23.0	-14.2	-1.7	9.5	-4.0	-13.8	14.3
Cc1cc(SCC(=O)N(C)C2CCCCC2)nc2ccccc12	-3.4	-24.5	-15.9	-1.3	-1.7	9.5	-7.9	0.3	4.1	-8.5	0.6
OCC(O)/C=N/Nc1nc(N2CCCCC2)nc(N2CCCCC2)n1 (stereo not given)	4.9	12.3	8.1	3.3	-6.2	9.6	-4.9	-18.6	-2.1	-1.1	13.9
COc1cc(C2/C(=C(\O)c3ccc4c(c3)CC(C)O4)C(=O)C(=O)N2CC2CCCO2)cc(OC)c1OC (stereo not given)	-0.6	7.6	-26.9	-13.2	-26.9	8.5	1.1	-5.0	-2.3	7.6	7.3
COc1ccc(NC(=O)c2c(NC(=O)CNCC(C)C)sc3c2CCC3)c(OC)c1	12.8	-19.9	-4.0	6.0	-23.7	26.2	-3.4	-3.0	6.2	-21.7	-19.6

A portion of the library (hit frequency here may not be typical).
